Screening results (PubChem BioAssay)
BRCA1 expr act: qHTS Assay to Identify Small Molecule Activators of BRCA1 Expression. MCF7-BRCA1-FFLuc reporter, luminescence, 48 h; response scale: scaled: vehicle 0%, 10 µM genistein 100%. Potency, µM (titrated, usually from 46.1 µM), for the others: at the highest dose activation, usual class: activators. 1.1% of 380,000 active; further: potency means the concentration at half of the fitted maximal effect; nearly all actives have a fitted effect of over 80% in size; some results filed as inactive show a strong effect at the top dose
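Activators of BRCA1 expression were detected as increased firefly luciferase luminescence in engineered MCF7 cells after 48 h compound incubation. Signals were scaled to genistein 10 microM as full activation.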
FLuc counter: qHTS profiling assay for firefly luciferase inhibitor/activator using purifed enzyme and Km concentrations of substrates (counterscreen for miR-21 project). purified FLuc, Km substrates, luminescence inhibition. Potency, µM (doses to about 57.5 µM), without a hit: at the top dose activity change, negative = inhibition, hits mostly inhibitors. AID 588342, 2011. 6.9% of 360,000 active;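 further: potency means the concentration at half of the fitted maximal effect; plate controls were vehicle for no effect and reference inhibitor for full effect; nearly all actives have a fitted effect of over 55% in size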
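Purified P. pyralis luciferase (10nM final) with 10uM D-luciferin and 10uM ATP (Km levels) in 50mM Tris acetate pH 7.5, 10mM Mg acetate, 0.01% Tween-20, 0.05% BSA; qHTS 6-point titration, ~60 µM downward; luminescence read.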
RORgamma inh: qHTS for inhibitors of ROR gamma transcriptional activity. 5.4% of 310,000 active. Drosophila S2 Gal4-RORgamma UAS-luciferase reporter, 20 h. Potency, µM (titrated, usually from 53.6 µM), for inactives: at the highest dose activity change, negative = inhibition, hits mostly inhibitors. AID 2551, 2010; further: potency means the concentration at half of the fitted maximal effect; on the % scale 0 is the no-effect control and ±100 the full control effect; nearly all actives have a fitted effect of over 60% in size
Target sequence (P51450 whole entry, looked up, the tested form may be a part): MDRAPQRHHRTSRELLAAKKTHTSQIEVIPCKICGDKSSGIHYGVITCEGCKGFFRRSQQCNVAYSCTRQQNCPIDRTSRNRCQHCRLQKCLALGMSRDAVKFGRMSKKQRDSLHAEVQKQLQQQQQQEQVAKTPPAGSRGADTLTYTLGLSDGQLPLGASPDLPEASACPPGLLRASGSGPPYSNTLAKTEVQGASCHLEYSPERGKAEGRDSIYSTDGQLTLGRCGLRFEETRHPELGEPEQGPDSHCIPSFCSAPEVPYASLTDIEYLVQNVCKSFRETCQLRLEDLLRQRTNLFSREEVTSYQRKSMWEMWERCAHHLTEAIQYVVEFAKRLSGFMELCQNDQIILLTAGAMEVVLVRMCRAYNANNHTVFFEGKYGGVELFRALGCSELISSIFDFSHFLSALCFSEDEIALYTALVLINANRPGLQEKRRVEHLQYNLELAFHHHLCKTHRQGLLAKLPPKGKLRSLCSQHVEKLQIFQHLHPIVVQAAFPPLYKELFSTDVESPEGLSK
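Compounds are pin-transferred onto Drosophila Schneider cells expressing a copper-inducible Gal4–ROR gamma transactivation domain fusion. After 1 hr, copper sulfate is added to 700 uM final; luciferase is read 20 hr later.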
Rab9 promoter act: qHTS Assay for Rab9 Promoter Activators. Potency, µM (doses to about 9.22 µM), inactives show at the highest dose activation, negative = inhibition, most hits filed as activators. Huh7 Rab9 promoter-luciferase reporter, luminescence, 24 h. 2.8% of 320,000 active; further: potency means the concentration at half of the fitted maximal effect; % of control where 0% means no effect; nearly all actives have a fitted effect of over 60% in size
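Huh7 cells stably carrying Rab9 promoter–luciferase reporter, plated 1500 cells/well, compound added after 2 h and incubated 24 h at 37 °C; luciferase luminescence then read after 10 min with detection reagent.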
PKM2 activator: qHTS Assay for Activators of Human Muscle isoform 2 Pyruvate Kinase. purified PKM2, Kinase-Glo ATP luminescence, activation; response scale: 0% is enzyme alone, no compound. 0.34% of 260,000 active. Pyruvate kinase PKM (Homo sapiens), P14618. Potency, µM (series often up to 57.5 µM), without a hit: top-dose activation, usual class: activators; further: potency means the concentration at half of the fitted maximal effect; on the % scale 0 is the no-effect control and ±100 the full control effect; nearly all actives have a fitted effect of over 55% in size
Target sequence (P14618 whole entry, looked up, canonical isoform): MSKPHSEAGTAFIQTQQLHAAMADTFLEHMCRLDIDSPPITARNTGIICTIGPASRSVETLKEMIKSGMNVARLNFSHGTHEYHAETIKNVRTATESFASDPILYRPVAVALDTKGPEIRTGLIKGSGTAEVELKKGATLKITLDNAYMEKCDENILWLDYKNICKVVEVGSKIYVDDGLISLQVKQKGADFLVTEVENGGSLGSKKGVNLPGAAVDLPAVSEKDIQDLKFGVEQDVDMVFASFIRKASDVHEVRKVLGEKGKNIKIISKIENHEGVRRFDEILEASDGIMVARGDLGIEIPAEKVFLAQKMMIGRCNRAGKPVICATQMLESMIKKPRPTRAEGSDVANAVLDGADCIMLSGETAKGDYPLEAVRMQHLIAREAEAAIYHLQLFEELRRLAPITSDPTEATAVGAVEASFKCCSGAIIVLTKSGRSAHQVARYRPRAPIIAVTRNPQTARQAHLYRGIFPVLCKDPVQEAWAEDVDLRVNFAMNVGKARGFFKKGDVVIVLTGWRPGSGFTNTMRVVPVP
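Purified hPK-M2 (>95% pure) converted ADP (0.1 mM final) to ATP with 0.5 mM PEP in 50 mM imidazole pH7.2, KCl, MgCl2, Tween 20, BSA; 1 h at room temperature. ATP detected by Kinase-Glo luminescence.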
ELG1 genotoxic: qHTS screen for small molecules that induce genotoxicity in human embryonic kidney (HEK293T) cells expressing luciferase-tagged ELG1 | HEK293T ELG1-luciferase reporter, luminescence, 16 h | Potency, µM (top dose mostly 46 µM), for inactives: at the highest dose activity change, positive = activation, usual class: activators | 1.3% of 330,000 active | AID 504466, 2011; further: potency means the concentration at half of the fitted maximal effect; % of control where 0% means no effect; nearly all actives have a fitted effect of over 60% in size
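HEK293T cells expressing luciferase-tagged ELG1 were exposed to compound or DMSO vehicle for 16 hr at 37 °C and 5% CO2. Luciferase activity was then measured with ONE-Glo after 30 min at room temperature.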
VP16 counter: VP16 counterscreen qHTS for inhibitors of ROR gamma transcriptional activity; Potency, µM (doses to about 53.6 µM), for the others: top-dose activity, negative = inhibition, usual class: inhibitors; Drosophila S2 Gal4-VP16 UAS-luciferase, luminescence, 20 h; 3.5% of 310,000 active;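 further: Gal4-VP16 expression switched on by copper sulfate through the metallothionein promoter; potency means the concentration at half of the fitted maximal effect; on the % scale 0 is the no-effect control and ±100 the full control effect; nearly all actives have a fitted effect of over 50% in size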
p53 reactivator: qHTS assay for re-activators of p53 using a Luc reporter | H1299 p53-A138V BP100-luciferase reporter, luminescence, 24 h | Potency, µM (series often up to 92.2 µM), for inactives: at the highest dose activity change, positive = activation, usual class: activators | 0.063% of 320,000 active | AID 504706, 2011; further: potency means the concentration at half of the fitted maximal effect; % of control where 0% means no effect; nearly all actives have a fitted effect of over 45% in size
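H1299 (p53-null), stable ts p53-A138V + BP100-Luc; 1000 cells/well, Opti-MEM/10% FBS; cpd 4 pt, 1:5; 24 h, 37 deg C, 5% CO2; detection reagent 10 min RT; luminescence.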
Menin-MLL TR inh: qHTS Assay for Inhibitors Targeting the Menin-MLL Interaction in MLL Related Leukemias: Competition With Texas Red Labeled MLL-derived Mutant Peptide | Menin + Texas Red MLL mutant peptide, fluorescence polarization | 0.23% of 270,000 active | Potency, µM (series often up to 61.6 µM), without a hit: at the highest dose FP activity change, negative = inhibition, most hits filed as inhibitors; active means well fitted inhibition curve with a large enough effect in the polarisation, with a control signal flat, not every such curve was filed as active; inconclusive means small, poorly fitted or top-dose-only effect, or effect the other way, or a change in a side signal; inactive means no such curve, though single readings can be large or run the other way; the % refers to the polarisation; further: potency means the concentration at half of the fitted maximal effect; % of control where 0% means no effect; many of its hits are not listed in these tables
NPC1 prom act: qHTS Assay for NPC1 Promoter Activators; 2.4% of 320,000 active; Huh7 NPC1 promoter luciferase reporter, 24 h; Potency, µM (titrated, usually from 9.22 µM), inactives show top-dose activation, usual class: activators;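 further: potency means the concentration at half of the fitted maximal effect; % of control where 0% means no effect; nearly all actives have a fitted effect of over 60% in size; reporter is driven by a mutant NPC1 promoter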
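Cells: Huh7 expressing luciferase under the NPC1 promoter, 1500/well. Seeded 2 h, compound added, incubated 24 h at 37 °C. Luciferase reagent, 10 min ambient, then luminescence.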
Giardia kill: Small Molecules that selectively kill Giardia lamblia: qHTS; 0.15% of 340,000 active; Giardia lamblia trophozoite viability; AID 540267, 2011; activity change, % at 7.66 µM, hits read low; in the data active means activity change below about -80%; inconclusive means between about -30% and that limit;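 further: parasites exposed to compound for two days anaerobically before the ATP read; on the % scale 0 is the no-effect control and ±100 the full control effect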
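Each well holds 100 Giardia trophozoites and compound. After two days (48 hrs) at 37 deg C in anaerobic conditions, ATP is quantified by luminescence.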
Starred values were filed as active, the others as inactive; ? = inconclusive; . = no result given; & = joins results of further samples; [ ] = remark or other dose. Unless noted, the call rests on the fitted dose curve; in most records, active means well fitted curve in the direction sought with a large enough effect; inconclusive means small, poorly fitted or top-dose-only effect, or another doubt; inactive means no such curve, though single readings can be large; an effect the other way counts as inactive or inconclusive. This is a subset (hit frequency here may not be typical).

Compound	BRCA1 expr act	FLuc counter	RORgamma inh	Rab9 promoter act	PKM2 activator	ELG1 genotoxic	VP16 counter	p53 reactivator	Menin-MLL TR inh	NPC1 prom act	Giardia kill
O=C(NC(=S)Nc1ccc(N2CCCCC2)cc1)c1ccc2c(c1)OCCO2	0%	?	3.5µM*	-11%	-14%	?	5µM*	?	?	-5%	-22
CCc1nnc(NC(=O)CS(=O)(=O)c2ccccc2)s1	-3%	0%	25%	-1%	-2%	-2%	-2%	-8%	-11%	-2%	-1
Cc1cc(C)nc(NS(=O)(=O)c2ccc(NC(=O)c3ccccc3C)cc2)n1	0%	-9%	-2%	0%	1%	-3%	-4%	2%	1%	1%	11
O=C(Nc1cc(Cl)cc(Cl)c1)C1C2C=CC3(O2)C1C(=O)N(CCCN1CCOCC1)C3C(=O)NC1CCCCC1 (centres undefined)	1%	-1%	4%	-4%	2%	-2%	-9%	0%	0%	0%	10
CC(=O)Nc1ccc(NC(=O)C(C)OC(=O)CC2CCCCC2)cc1 (centres undefined)	-10%	4%	.	1%	.	2%	.	2%	.	-2%	-2
CC(C)n1nnnc1-c1ccc(Cl)cc1	-8%	-1%	1%	2%	3%	-1%	0%	0%	6%	-5%	-2
COc1ccc(NS(=O)(=O)c2ccc3c(c2)[C@H]2C=CC[C@H]2[C@@H](c2ccc(C(=O)O)cc2)N3)cc1	5%	?	12%	-2%	.	8%	6%	1%	?	1%	1
Cc1cc(Nc2nnnn2-c2ccccc2)n(-c2ccc(Cl)cc2)n1	-78%	0%	?	0%	-3%	-16%	?	6%	8%	5%	4
CCC(=O)Nc1ccc(CCC(=O)N2CCCC2)cc1	40%	0%	-33%	-1%	-2%	3%	-4%	1%	-19%	-3%	5
CC(=O)N(CC(=O)O)c1ccccc1	-3%	-2%	0%	-6%	-2%	0%	-12%	0%	-13%	2%	-25
CCc1cccc(Nc2cnn(C34C[C@@H]5C[C@@H](CC(CC(=O)O)(C5)C3)C4)c(=O)c2Cl)c1	-3%	0%	0%	2%	-1%	3%	-1%	2%	-8%	-3%	-8
Cc1nc(N2CCN(C(=O)c3ccco3)CC2)c2c3c(sc2n1)CC(C)CC3 (centres undefined)	-29%	?	?	-5%	17%	-10%	?	-5%	?	-3%	-2
Cc1ccc(NC(=S)N/N=C2/CCCCc3ccccc32)cc1	39%	?	3.5µM*	-1%	-2%	0%	-24%	26%	.	-2%	-1
COc1cccc(NC(=O)n2ncc3c(C)cccc32)c1	?	0.17µM*	1.6µM*	0.32µM*	.	1.6µM*	2.8µM*	19%	58%[activator]	0.089µM*	-28
COc1ccc(C2c3c(-c4ccccc4O)n[nH]c3C(=O)N2Cc2ccco2)cc1OC (centres undefined)	0%	-2%	7%	-7%	-5%	0%	-3%	-6%	.	-2%	-7
CCOC(=O)N1CCN(C(=O)c2ccc3c(c2)N(Cc2ccc(F)cc2)CCS3)CC1	-38%	-2%	37%	-1%	1%	0%	-20%	.	-7%	-1%	12
COc1ccc2[nH]c3c(c2c1)CCN1C(=O)N([C@@H](C)C(=O)NCCc2ccc(OC)c(OC)c2)C(=O)[C@]31C	-13%	2%	3%	4%	-6%	-1%	0%	1%	-14%	-4%	7
Cc1cc(C)n2nc(C(=O)N/N=C/c3ccco3)nc2n1	18%	1%	-1%	-3%	5%	-4%	-8%	1%	.	2%	-24
O=C(CCCn1c(=O)[nH]c2ccsc2c1=O)NCc1cccs1	0%	-5%	0%	1%	-2%	-3%	-16%	1%	2%	4%	-5
CC(=O)NC(CC(=O)O)C(=O)O (centres undefined)	?	5%	-3%	0%	.	-7%	4%	6%	3%	-9%	24
COc1ccc(NS(=O)(=O)c2cccc(NC(=O)c3ccc(Cl)nc3)c2)cc1	-51%	4%	?	-40%[inhibitor]	12%	-8%	2.8µM*	?	?	-27%	-3
C=CCSc1nsc(NC(=O)Nc2ccc(F)cc2)n1	-54%	24µM*	?	-27%	0%	-3%	3.5µM*	5%	22%	-15%	-4
O=C(c1ccc(S(=O)(=O)N2CCc3ccccc3C2)cc1)N1CCCCC1	-28%	2%	32%	2%	4%	-5%	6%	-3%	-10%	-7%	6
COc1ccc(S(=O)(=O)N2CCOCC2)cc1NC(=O)[C@@H]1CCCN1C(=O)c1cccs1	-5%	1%	26%	-1%	2%	2%	-6%	-2%	-7%	-5%	-14
COc1ccccc1/C=C/C(=O)OC(C)CN1CCCCC1 (centres undefined)	1%	6%	-7%	-1%	-3%	1%	-5%	.	-1%	-6%	-1
CCOC(=O)C1C(=O)CC(O)(c2ccccc2)CC1c1ccccc1 (centres undefined)	-10%	0%	?	-1%	-13%	-9%	-17%	-9%	-20%	4%	-4
O=C(NN=C1C2CC3CC(C2)CC1C3)c1ccccc1O	37%	17µM*	13µM*	-3%	-14%	-3%	-28%	4%	.	-8%	20
CC(=O)Oc1cccc(/C=N\NC(=O)C(=O)N/N=C/c2cccc(OC(C)=O)c2)c1	-20%	3%	.	-2%	.	1%	.	-5%	.	1%	-9
COc1ccccc1N1CCN(C(=O)c2cc(=O)c3ccc(C)cc3o2)CC1	-23%	-11%	-7%	-9%[1.84 µM]	.	-6%	2%	1%	?	-7%	-6
CCN(CC)S(=O)(=O)c1ccc(N2CC(C(=O)NCCC3=CCCCC3)CC2=O)cc1 (centres undefined)	-14%	1%	.	-5%	.	1%	.	-7%	.	-3%	4
CCOc1ccc(CCNC(=O)COC(=O)Cc2c[nH]c3ccccc23)cc1OCC	2%	10%	.	4%	.	-1%	.	10%	.	-4%	-6
CCC(C)C(NC(=O)OCc1ccccc1)C(=O)OCN1C(=O)c2ccccc2C1=O (centres undefined)	0%	0%	-3%	1%	2%	1%	2%	8%	-16%	0%	-13
CCC[C@@H](NS(=O)(=O)c1ccc(C)cc1)C(=O)Oc1ccc2c3c(c(=O)oc2c1)CCC3	-14%	3%	?	-2%	11%	9%	?	-8%	-8%	-4%	-19
COc1ccc(C2=C(C=C(C#N)C#N)C(c3ccccc3C)c3ccccc3O2)cc1OC (centres undefined)	-93%[inhibitor]	0%	?	-2%	-3%	-8%	-14%	-5%	13%	-1%	9
COc1cc(NC(=O)c2cnc(N)o2)cc(C(=O)Nc2cccc(C(F)(F)F)c2)c1	-2%&-8%	21µM*	?	-6%	4%	-13%	?	-6%	.	-3%	8
COc1ccc2c(c1OC)C(=O)N(c1ccc(C)cc1)C2	19%	3µM*	-40%	0.71µM*	-5%	18µM*	?	24%	.	1.1µM*	-25
Cn1ncc(Cl)c1C(=O)Nc1nc2ccc(Cl)cc2s1	-3%	2.1µM*	11µM*	?	-15%	?	?	?	20%	3.2µM*	-14
Cc1ccc(CN2CCCC(C(=O)N3CCCC3)C2)cc1 (centres undefined)	-3%	-1%	23%	-6%	.	-1%	0%	-3%	-14%	-1%	-12
CN(N=Nc1cccc([N+](=O)[O-])c1)c1cccc([N+](=O)[O-])c1	73%	?	8%	21%	-1%	6%	-2%	7%	?	16%	5
CN1CCN(S(=O)(=O)c2cccc(C(=O)Oc3ccc(Br)cc3F)c2)CC1	-21%	2%	0%	-2%	-7%	1%	-3%	5%	.	-6%	-4
Cc1ccc(S(=O)(=O)N2CCCCC2)cc1NC(=O)C1CCCO1 (centres undefined)	-24%	2%	-12%	-3%	21%	1%	8%	1%	-23%	2%	-4
COc1ccccc1CNC(=O)COC(=O)c1ccc(C)c(S(=O)(=O)N2CCOCC2)c1	-5%	1%	.	-2%	.	-1%	.	-5%	.	-5%	12
c1cncc(CNc2c3c(nc4nnnn24)CCCC3)c1	-3%	3%	4%	-2%	?	0%	-4%	0%	15%	-4%	2
CCOC(=O)c1nnn(-c2nonc2N)c1CSc1ccc(C)cc1	-5%	0%	-19%	-7%	10%	-5%	3%	29%	16%	2%	24
COc1ccc(C(=O)CSc2nc(N)nc(SC)c2C#N)cc1	-13%	4%	-2%	0%	-8%	1%	2%	1%	1%	-2%	1
